# IMP-1 inhibitor – blocks Pseudomonas aeruginosa IMP-1 metallo-beta-lactamase; purified IMP-1, nitrocefin hydrolysis, epi-absorbance fluorescence; inhibition, % at 5.6 µM; 290,000 tested, 0.45% active;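 active = inhibition above the mean plus 3 SD of all compounds in the same screening run, cut at about 4.5% in these data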;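 note: 0% = IMP-1 with DMSO and 100% = DMSO wells lacking enzyme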
#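 System: Purified IMP-1 | Read-out basis: Percent enzyme inhibition | Controls: IMP-1 with DMSO as 0%, enzyme-free DMSO as 100% | Replicates: One well per compound | Doses: 5.6 µM nominal single concentration | Detection: Epi-absorbance fluorescence, 480 nm excitation, 530 nm emission | Incubation: 25 °C, 15 min preincubation, 25 min reaction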
# FID counter – counter-screen for HCV NS3 helicase inhibitors: DNA intercalator displacement; DNA fluorescent intercalator displacement, fluorescence; inhibition, % at 7.9 µM; 290,000 tested, 0.17% active; in the data active = inhibition above about 37%;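 note: 0% = vehicle and 100% = reference compound; higher means more ethidium bromide displaced from hairpin DNA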
# MEKK2 WT-MEK5 – raises or lowers MEK5 binding to wildtype human MEKK2 PB1 domain; bead flow cytometry, Alexa488-MEK5 binding to MEKK2 WT; actives lie on both sides; Q9Y2U5; 290,000 tested, 1.1% active; binding response (% of control), % at 10 µM; in the data active = binding response below about 67% or above about 130%
# NALP1 yeast inh – inhibitors of NALP1 inflammasome in yeast. S. cerevisiae NALP1/ASC/caspase-1 growth, X-gal OD620, 72 h. 280,000 tested, 0.61% active. inhibition, % at 10 µM; in the data active = inhibition mostly above about 24%, no sharp cut-off; inactive = mostly below about 32%; note: some compounds called inactive have numbers as strong as hits
# HCV NS3 hel inh – HCV NS3 helicase inhibition; 290,000 tested, 0.56% active; inhibition, % at 10.9 µM; NS3 helicase DNA unwinding, Cy5 molecular beacon fluorescence;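 active = inhibition above the mean of all tested compounds plus 3 SD, set per campaign, cut at about 35% in these data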;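 note: 0% = DMSO wells and 100% = thioflavine S control wells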
#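 Test system: hepatitis C virus NS3 helicase domain fragment enzyme. Also added: annealed dual-labelled DNA beacon duplex, ATP-started. Timing: 60 min unwinding reaction at 25 °C after ATP addition. Technique: Cy5 fluorescence. Measure: % inhibition of unwinding.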
# VIM-2 inh – inhibitors of Pseudomonas aeruginosa VIM-2 metallo-beta-lactamase. purified VIM-2, nitrocefin hydrolysis, epi-absorbance fluorescence. inhibition, % at 5.6 µM. 290,000 tested, 0.89% active. AID 1527;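 active = inhibition above the mean of all tested compounds plus 3 SD, cutoff set per screening run, cut at about 7.5% in these data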;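 note: red hydrolysis product quenches plate fluorescence so inhibitors raise well fluorescence; 0% = enzyme with DMSO and 100% = DMSO without enzyme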
# PfM18AAP inh – blocks P. falciparum M18 aspartyl aminopeptidase; recombinant PfM18AAP, H-Glu-NHMec fluorogenic cleavage; inhibition, % at 7.35 µM; 290,000 tested, 1.2% active;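 active = inhibition above the campaign mean inhibition over all tested compounds plus 3 SD, cut at about 28% in these data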;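 note: 0% = plate median of test compound wells and 100% = 2 mM ZnCl2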
# UBC9 SUMO inh – SUMOylation inhibition; HTRF SUMOylation assay, SAE1/SAE2 + UBC9, in vitro; inhibition, % at 35 µM; 290,000 tested, 0.36% active; AID 2006; P63279; in the data active = inhibition above about 50%, passing the limit was not always enough; note: strong numbers were not always called active
# Target sequence (P63279 whole entry, looked up): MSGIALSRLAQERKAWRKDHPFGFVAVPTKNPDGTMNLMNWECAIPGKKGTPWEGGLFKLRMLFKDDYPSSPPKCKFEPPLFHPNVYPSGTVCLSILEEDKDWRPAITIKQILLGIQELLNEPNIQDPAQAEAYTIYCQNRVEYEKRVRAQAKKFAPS
# MEKK2 mut-MEK5 – signal of MEK5 binding to mutant human MEKK2 PB1 domain; 290,000 tested, 0.35% active; percent response, % at 10 µM; bead flow cytometry, Alexa488-MEK5 binding to MEKK2 mutant; in the data active = percent response above about 24%, passing the limit was not always enough; note: inactives centre near 1; some results filed as inactive read as strong as hits
# Numbers without * were called inactive; / = no result given; & = joins results of further samples; [ ] = another dose, or the depositor's remark. Not all compounds are listed; count on the stated rates, not on these rows.
no.	mol	IMP-1 inhibitor	FID counter	MEKK2 WT-MEK5	NALP1 yeast inh	HCV NS3 hel inh	VIM-2 inh	PfM18AAP inh	UBC9 SUMO inh	MEKK2 mut-MEK5
1	Oc1ccc(/C=N/NP(=S)(c2ccccc2)c2ccccc2)cc1O	-0.4	1	/	-8	-4	2.3	38*	-4	/
2	COc1ccc(Cl)cc1N=Cc1c(O)n(C)c(=O)n(C)c1=O	-1.3	-7	100	6	-6	13*	-3	11	1
3	COc1ccccc1-n1c(-c2ccccc2Br)nc2ccccc2c1=O	0.6	-33	100	34	-6	0.4	-9	5	-1
4	N#CCCn1cc(C(=O)Nc2ccccc2Br)c(-c2ccc([N+](=O)[O-])cc2)n1	-3.5	6	95	17	-2	-3.0	4	10	-1
5	O=Cc1cn(Cc2cccc([N+](=O)[O-])c2)c2ccccc12	0.4	10	105	11	6	0.6	-15	13	0
6	N=c1sccn1Cc1ccc(Cl)cc1Cl	-2.9	-3	93	18	-5	-2.8	1	-14	-1
7	CC(C)OC1CCCC(O)C1CC(=O)O (stereo not given)	-1.5	-1	99	11	9	-1.6	3	20	-7
8	CC1CN(O)C2CCc3c(no[n+]3[O-])C12O (stereo not given)	-2.4	-1	98	/	6	1.7	11	-15	-1
9	O=C(CN1CCOCC1)c1ccc(Br)cc1	-1.2	4	105	-3	6	1.4	9	0	1
10	O=c1c2ccccc2[nH]c(=S)n1-c1ccc(Br)cc1	-2.7	-5	92	33*	-9	-4.2	0	10	-7
11	COc1ccccc1OCCCn1cc(C(=O)C2CC2)c2ccccc21	-2.1	-22	83	2	-6	-0.9	-6	13	-6
12	COc1cc2nc(N3CCN(C(=O)C4CCCO4)CC3)nc(N)c2cc1OC (stereo not given)	-2.0&-2.8&-2.3	3&6&11	117&96&52&95	18&0&-4	-3&7&-4	-1.6&-1.7&-2.2	3&8&8	19&-10&-11	7&5&-63&0
13	C[C@]12CCC(=O)C=C1CC[C@@H]1[C@@H]2CC[C@@]2(C)[C@H]1CC[C@]2(C)O	-1.3	-15	101	14	-2	-2.2	6	-2	-1
14	O=C(CN1CCOCC1)NCC(=O)Nc1ccc(Br)cc1C(=O)c1ccccc1	-2.7	-16	101	-3	4	-2.8	4	3	2
15	COc1ccc(CNCCc2ccc3c(c2)OCO3)c(OC)c1OC	-0.7	11	101	31	-20	-4.5	3	4	-2
16	CCOc1ccc(-n2c(O)c(C=Nc3ccc(N(CC)CC)cc3)c(=O)[nH]c2=O)cc1	-0.3	0	94	13	24	-0.6	21	45	1
17	CCCCCn1c(=O)c(C(=O)Nc2cccc(C)n2)c(O)c2ccccc21	-0.7	-2	100	20	2	1.5	-1	-4	-1
18	CC(C)c1ccc(NC(=O)N2C[C@H]3C[C@@H](C2)c2cccc(=O)n2C3)cc1	-1.9	-5	103	0	12	0.9	-9	-8	1
19	CC(C)CC1C(C#N)=C(N)Oc2c1c(=O)oc1ccccc21 (stereo not given)	-3.7	-2	105	-11	9	-1.0	-8	6	14
20	Cc1cccnc1-n1c(C)nc2ccccc2c1=O	-3.3	-5	90	6	8	-2.5	-1	2	-4
21	CN1CCN(Cc2c(F)cccc2Cl)CC1	-1.8	-5	106	10	-3	-3.8	9	0	10
22	O=S(=O)(c1ccc(Cl)cc1)N1CCCCC1c1cccnc1 (stereo not given)	-2.1	6	117	0	-4	-1.1	-2	6	1
23	N#Cc1ccc(NC(=O)CN2C(=O)NC3(CCCC3)C2=O)cc1Cl	-2.1	0	95	17	5	-2.7	3	-13	-4
24	CC(=O)NC(Cc1ccc(N(CCCl)CCCl)cc1)C(=O)NC(C(=O)O)C(C)C (stereo not given)	-1.6	0	99	-3	4	-3.8	-1	9	-4
25	Clc1ccc2c(c1)C(c1ccccc1Cl)=NCc1nnc(Br)n1-2	-4.8	-24	104	-8	3	-4.9	1	12	6
26	c1ccc2sc(N3CCNCC3)nc2c1	-2.5	-2	95	8	9	-1.2	-5	12	-6
27	Cc1ccc(-n2c(O)c(C=N)c(=O)n(-c3ccc(C)cc3)c2=O)cc1	-2.9	-9	95	20	6	-1.2	-5	17	9
28	CCC(=O)Nc1cc(C(=O)N2CCC3(CC2)OCCO3)ccc1S(=O)(=O)c1ccc(C)cc1	3.7	-25	99	5	-7	-2.1	1	-10	0
29	CCC1(C)OC(c2ccccc2)=C/C(=C/C=C2C(=O)NC(=O)NC2=O)O1 (stereo not given)	0.6	-30	98	2	0	2.9	9	-1	0
30	N#Cc1ccc(NC(=O)CN2CCCC2)cc1Cl	-3.1	-8	96	2	-4	-2.8	7	8	-9
31	CN1C(=O)C(=Cc2sc(=O)n(-c3ccccc3)c2N(C)C)C(=O)N(C)C1=O	-2.2	-14	103	-2	5	-1.4	3	11	4
32	Cc1cc(/C=C2\C(=O)NC(=O)N(c3ccc(F)cc3)C2=O)c(C)n1-c1cccc(C(=O)O)c1	-3.2	-31	95	11	21	-1.4	13	17	-1
33	CCC1CO/C(=C(\C(Cl)=C(Cl)Cl)[N+](=O)[O-])N1Cc1ccc(Cl)nc1 (stereo not given)	-2.5	8	112	0	21	0.9	2	11	8
34	Fc1ccccc1N1CCN(Cc2c(F)cccc2F)CC1	0.5	9	97	33	4	-1.4	-3	13	2
35	CCOC(=O)c1ccc(NC(=O)c2c(O)[nH]c(=O)[nH]c2=O)cc1	78*	-7	/	19	4	59*	7	36	/
36	COc1ccc(OC)c(-n2c(O)c(C=Nc3c(C)n(C)n(-c4ccccc4)c3=O)c(=O)[nH]c2=S)c1	1.1	-30	97	6	8	-1.3	-7	28	-3
37	C=CCn1c(O)c(C(CC)=NCc2cc(OC)cc(OC)c2)c(=O)[nH]c1=O	-4.3	-17	102	34	-1	-5.0	2	8	0
38	COc1ccc(OC)c(-n2c(O)c(C=NCc3ccc4c(c3)OCO4)c(=O)[nH]c2=O)c1	-2.6	-12	103	-12	1	-3.0	-7	6	1
39	COc1ccc(-n2c(C)nc3cc(C(=O)N4CCC5(CC4)OCCO5)ccc32)cc1	-0.6	-32	92	18	-2	0.2	1	6	-3
40	CCCn1cc2c3c(cccc31)C1CC(C)CN(C)C1C2 (stereo not given)	-1.4	0	105	12	5	0.6	5	26	7
41	CCOC(=O)C1(c2ccccc2)CCN(CC(=O)Nc2ccc(C)cc2)CC1	-4.4	4	108	4	-9	-3.5	3	1	4
42	NCCCP(=O)(O)CCc1ccccc1	0.0	2	89	3	0	-2.7	4	5	-11
43	c1ccc(CNCCc2ccc3c(c2)OCO3)nc1	-1.0	1	105	-2	-5	-1.1	-2	-7	12
44	c1cc2c(cc1CN1CCNCC1)OCO2	-2.1	-5	107	4	7	-3.5	1	1	10
45	O=C1NC(=O)C2(Cc3ccccc3N3CCCC32)C(=O)N1Cc1ccccc1 (stereo not given)	-4.4	-6	-30*[inhibitor]	7	4	-0.9	6	6	-30
46	CCC(=NCCc1ccccc1)c1c(O)n(C)c(=O)n(C)c1=O	-2.0	-21	94	/	6	-3.0	-4	25	-13
47	CCOc1cc2c(cc1OCC)-n1cccc1C(c1ccc(OC)c(OC)c1)NC2 (stereo not given)	-1.1	10	114	5	-23	-3.2	4	10	9
48	CN1CCN(Cc2ccc(Br)s2)CC1	-1.4	10	107	-1	-1	-4.3	5	-3	6
49	Cc1cc(C)nc(/N=C(\N)c2c(O)[nH]c(=O)[nH]c2=O)n1	-2.0	2	99	33	-1	0.4	1	-2	0
50	CCCCN1C(=O)/C(=C/c2ccc(N(C)C)cc2)C(=O)N(Cc2ccco2)C1=O	-2.5	-28	92	8	26	-3.6	-11	23	-2
51	CCCCCCn1c(=O)c(C(=O)Nc2ncccc2O)c(O)c2ccccc21	-4.9	-9	93	-39	17	-3.3	5	-10	1
52	Cc1ccc(CN2CCN(C)CC2)c(C)c1	-1.6	4	98	11	0	-1.7	0	-3	-4
53	CC(C)(C)NS(=O)(=O)c1ccc(OCC(=O)N2CCN(Cc3ccccc3)CC2)cc1	-4.0	-33	106	1	-10	0.6	-27	-10	3
54	COc1ccc(NP(=O)(Oc2ccccc2OC)Oc2ccccc2OC)cc1	0.5	-31	96	22	-9	-3.9	-6	-7	-1
55	CC1(C)C2([N+](=O)[O-])CN3CN(C2)CC1([N+](=O)[O-])C3	-1.1	-2	104	18	7	-0.9	-5	6	-4
56	CN(C)c1ccc(/C=C/C=C/c2sc3ccccc3[n+]2C)cc1	-4.6	8	4.0*	11	30	-3.0	-3	-57	8
57	CC(=O)NC(Cc1ccc(N(CCCl)CCCl)cc1)C(=O)O (stereo not given)	-3.7	11	88	-78	2	-2.5	8	9	0
58	O=C1Nc2ccccc2C(c2ccccc2)=NC1O (stereo not given)	-6.1	-3	106	28	12	-3.1	0	14	4
59	CSc1ccc(CN2CCN(C(=O)COc3cccc(C)c3)CC2)cc1	-0.5	-14	103	13	-5	-1.6	3	10	2
60	Cc1cc(NC(=O)CCl)nn1C	2.2	0	92	0	-1	-3.2	-8	2	-6

# Look-ups from the entries so far:
# In MEKK2 WT-MEK5, Cc1cc(NC(=O)CCl)nn1C has the entry 92
# In UBC9 SUMO inh, COc1ccc(NP(=O)(Oc2ccccc2OC)Oc2ccccc2OC)cc1 has the entry -7

# (more compounds)
no.	mol	IMP-1 inhibitor	FID counter	MEKK2 WT-MEK5	NALP1 yeast inh	HCV NS3 hel inh	VIM-2 inh	PfM18AAP inh	UBC9 SUMO inh	MEKK2 mut-MEK5
61	COc1ccc(CC(=O)N2CCN(C)CC2)cc1OC	-4.1	4	108	16	0	-5.7	-4	30	3
62	CCC(NC(=O)OC(C)(C)C)C(=O)Oc1cc(C)cc2oc(=O)c3c(c12)CCC3 (stereo not given)	-3.3	-2	85	16	-7	-1.2	-13	26	-6
63	c1cc(CNCCc2ccc3c(c2)OCO3)ccn1	-3.6	-2	106	12	3	-1.3	-10	-10	2
64	CC(C)CCCn1c(O)c(/C=C2/C=CC=N2)c(=O)[nH]c1=O	-3.2	-17	103	42	7	-1.6	13	21	4
65	Cc1ccc(/C=C2\C(=O)NC(=O)N(Cc3ccccc3Cl)C2=O)o1	0.5	-24	68	-11	19	0.4	-5	5	-15
66	O=C(c1ccc(F)c([N+](=O)[O-])c1)N1CC2CC(C1)c1cccc(=O)n1C2 (stereo not given)	-2.4	-11	105	-30	18	-2.9	4	-3	4
67	CCCC(=O)OCC[N+](C)(C)C	-1.7	0	93	27	5	-0.2	-6	-5	4
68	Cc1cc(/C=C2\C(=O)NC(=O)N(Cc3ccccc3)C2=O)c(C)n1C1CC1	0.5	-33	97	15	-1	1.2	-10	25	-4
69	COc1ccc(CCNC2CCCCC2)cc1	-2.6	-2	94	13	-3	-1.5	0	8	-5
70	CC(C)c1ccc(N2C(=O)NC(=O)/C(=C\c3cnc(-c4ccccc4)nc3)C2=O)cc1	-1.4	-12	102	-20	25	-1.3	0	26	2

# One compound at a time (already shown). Order of screens: IMP-1 inhibitor, FID counter, MEKK2 WT-MEK5, NALP1 yeast inh, HCV NS3 hel inh, VIM-2 inh, PfM18AAP inh, UBC9 SUMO inh, MEKK2 mut-MEK5
# Shown for CC(C)c1ccc(N2C(=O)NC(=O)/C(=C\c3cnc(-c4ccccc4)nc3)C2=O)cc1 = -1.4, -12, 102, -20, 25, -1.3, 0, 26, 2
# Shown for COc1ccc(CCNC2CCCCC2)cc1 = -2.6, -2, 94, 13, -3, -1.5, 0, 8, -5

# Screening data deposited in PubChem by several laboratories.
